# TNF necrop inh = inhibitors of TNF-alpha triggered necroptosis, primary screen, cell-based, Jurkat FADD-/-, single concentration. Jurkat FADD-/- TNF necroptosis rescue, ATP luminescence, 24 h; 0 = TNF only, 100 = no-TNF cells. activation (protection from cell death), % at 10 µM. 0.068% of 220,000 active. AID 463075, 2010;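 active means activation, meaning protection from cell death, of at least 50% relative to plate controls; inactive means activation below 50%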;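 further: necroptosis triggered by 40 ng/mL TNF-alpha added together with compound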
# CHOP inh = inhibitors of CHOP promoter induction, primary screen, cell-based, unfolded protein response, luciferase reporter. CHO-K1 CHOP-promoter luciferase, tunicamycin-induced, 15-18 h. inhibition, % at 10 µM. 3.8% of 220,000 active. AID 2732, 2010;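 active means compounds that reduced the stress-induced luciferase reporter signal by more than about 70% of percent inhibition, limit read from the data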;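 further: 0% = tunicamycin plus vehicle and 100% = wells without tunicamycin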
# TRPN1 ag = zebrafish TRPN1 channel agonists, primary screen, cell-based, HEK293, calcium fluorescence | transient receptor potential cation channel N1 (TRPN1/NompC), Danio rerio | HEK293 zebrafish TRPN1-YFP, Fluo-8 calcium fluorescence; 100% = response to 87 µM carbachol | activation, % at 3 µM | 0.18% of 220,000 active | AID 1424, 2008;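 active means activation above its plate's cutoff, the mean activation of test wells on that plate plus 3 SD, cut at about 19% in these data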;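 further: 0% = DMSO alone and 100% = 87 µM carbachol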
#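 Control set: carbachol 87 µM as high control, DMSO as low control; system: HEK293 stable line with zebrafish TRPN1-YFP; read-out: % activation versus carbachol response; detection: intracellular calcium fluorescence with Fluo-8; doses: single test compound dose, 3 µM nominal, 0.3% DMSO; schedule: dye 1 h 37 °C plus 30 min RT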
# EBV gp42 inh = Epstein-Barr virus gp42 inhibitors, primary screen, biochemical, uHTS, fluorescence polarization; Glycoprotein 42 (Epstein-Barr virus (strain AG876)), Q1HVG2; Fluorescence polarization binding assay, mP read-out; inhibition, % (tested at 21.74 µM); 0.42% of 220,000 active; AID 1085, 2008; in the data active means inhibition above about 50%
# Target sequence (Q1HVG2 whole entry, looked up): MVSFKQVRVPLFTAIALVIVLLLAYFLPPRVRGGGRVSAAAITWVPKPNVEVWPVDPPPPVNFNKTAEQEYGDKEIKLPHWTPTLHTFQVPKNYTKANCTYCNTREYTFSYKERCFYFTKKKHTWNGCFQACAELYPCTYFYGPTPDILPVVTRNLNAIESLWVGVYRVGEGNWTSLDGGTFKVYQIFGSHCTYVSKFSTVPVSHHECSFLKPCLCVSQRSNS
# TRPML3 ag = human TRPML3 channel agonists, primary screen, cell-based, HEK293 TRPML3-YFP, Fluo-8 calcium fluorescence, 3 µM; Mucolipin-3 (Homo sapiens), Q8TDD5; 100% = the carbachol control signal; activation, % at 3 µM; 0.29% of 220,000 active; AID 1448, 2008;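 active means activation above its plate's cutoff, the mean activation of the plate's test wells plus 3 SD, cut at about 12% in these data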;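 further: 0% = DMSO only wells and 100% = carbachol wells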
#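 Test system – HEK293 line with stable expression of human TRPML3-YFP channel · Control set – carbachol 87 µM final as high control (100%), DMSO as low control (0%) · Signal – Fluo-8 calcium dye fluorescence, ex 470-495, em 515-575 nm · Incubation – 1-h 37 °C dye load, 5-s basal, 120-s post-compound reads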
# Mdm2 ligase inh = MDM2-luciferase reporter signal enhancers, primary screen, MDM2 E3 ligase inhibitor project, cell-based, luminescence, 1536-well; E3 ubiquitin-protein ligase Mdm2 (Homo sapiens), Q00987; cell-based MDM2 ubiquitination luciferase reporter, 2 h; 0 = plate control, 100 = twice control, blank-subtracted; 0.11% of 210,000 active; signal enhancement, % at 5 µM; AID 1230, 2008;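 active means signal enhancement of 30% or more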;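 further: luminescence tracks abundance of the self-degrading MDM2-luciferase fusion protein; higher signal means inhibition of MDM2 E3 ligase activity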
#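 Assay system: stable mammalian line carrying autodegrading MDM2–luciferase fusion reporter; amount: 2000 cells seeded into each well; buffer or medium: DMEM; benchmarks: plate control and blank wells; signal: luciferase luminescence; timing: 2 h compound exposure at 37 °C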
# p47phox inh = p47phox/p22phox peptide binding inhibitors, primary screen, biochemical, uHTS, NADPH oxidase regulatory subunit. Neutrophil cytosol factor 1 (Homo sapiens), P14598. fluorescence polarization, 2 h. inhibition, % at 24.7 µM. 0.53% of 220,000 active. AID 1274, 2008;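 active means inhibition above about 30%, limit read from the data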;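 further: 0% = p47phox with labelled peptide and 100% = labelled peptide alone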
# PPC-1+TRAIL kill = compounds killing PPC-1 cancer cells with TRAIL present, primary screen, TRAIL potentiator project, ATPLite luminescence, uHTS; PPC-1 cells + TRAIL, ATPLite viability luminescence; cell killing (% activity), % at 4 µM; 0.41% of 220,000 active;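 active means cell killing above 50% in the first pass at 4 µM, then a duplicate retest at 5 µM averaging 50% or more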;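 further: plate controls were cells with TRAIL plus DMSO for no effect and medium-only wells lacking cells for full effect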
# Runt-SMMHC FRET = inhibitors of RUNX1 Runt–CBFb-SMMHC binding, primary screen, biochemical, FRET, Cerulean-Runt, Venus-CBFb-SMMHC, uHTS; Cerulean-Runt/Venus-CBFb-SMMHC FRET ratio 530/480, 1 h; inhibition, % at 20 µM; 0.74% of 220,000 active; AID 1434, 2008;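 active means mean inhibition across duplicate retests at 20 µM reaching about 50%, limit read from the data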;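 further: 0% = DMSO wells and 100% = wells with excess untagged CBFb-SMMHC; inhibitors lower the FRET ratio by blocking Runt binding to CBFb-SMMHC; some results filed as inactive read as strong as hits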
# Target sequence (Q01196 whole entry, looked up): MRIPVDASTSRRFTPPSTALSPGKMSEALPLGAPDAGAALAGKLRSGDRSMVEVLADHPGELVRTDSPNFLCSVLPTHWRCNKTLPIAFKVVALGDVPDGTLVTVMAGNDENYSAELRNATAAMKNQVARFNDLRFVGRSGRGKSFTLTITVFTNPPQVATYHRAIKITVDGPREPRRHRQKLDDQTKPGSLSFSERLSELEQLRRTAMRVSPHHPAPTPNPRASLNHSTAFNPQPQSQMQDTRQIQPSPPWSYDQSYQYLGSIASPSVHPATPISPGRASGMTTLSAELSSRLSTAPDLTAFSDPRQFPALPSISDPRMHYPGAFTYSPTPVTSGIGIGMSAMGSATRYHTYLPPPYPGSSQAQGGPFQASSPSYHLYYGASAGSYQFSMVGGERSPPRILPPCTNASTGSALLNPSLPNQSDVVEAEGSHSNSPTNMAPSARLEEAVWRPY
# Target sequence (Q13951 whole entry, looked up): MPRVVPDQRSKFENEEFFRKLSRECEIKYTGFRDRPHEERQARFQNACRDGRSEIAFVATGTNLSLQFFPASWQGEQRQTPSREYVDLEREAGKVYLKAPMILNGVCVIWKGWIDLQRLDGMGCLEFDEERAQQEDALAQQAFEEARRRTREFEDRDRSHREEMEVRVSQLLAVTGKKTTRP
# Active calls of the source: *; x = not tested or not shown; [ ] = remark or other dose.
SMILES,TNF necrop inh,CHOP inh,TRPN1 ag,EBV gp42 inh,TRPML3 ag,Mdm2 ligase inh,p47phox inh,PPC-1+TRAIL kill,Runt-SMMHC FRET
Cc1[nH]n(-c2ccccc2)c(=O)c1/C=N/NC(=O)COc1ccccc1[N+](=O)[O-],-5.6,33,0.3,-3,0.5,-9,0,6,-1
CCc1c(C)sc(NC(NC(C)=O)(C(=O)OC)C(F)(F)F)c1C#N (centres undefined),0.9,-14,-0.4,-9,0.6,3,-7,21,-2
CCOc1ccc(N2C(=O)CC(NCc3ccc(F)cc3)C2=O)cc1 (centres undefined),-0.2,12,-0.7,-20,0.0,3,-12,3,2
CC1CCCC(C)N1C(=O)CSc1nnc(C2CCCCC2)o1 (centres undefined),2.0,9,1.8,-23,-0.3,-15,-5,20,-8
Cc1ccc(C(=O)OCC(=O)c2ccc[nH]2)s1,0.2,-18,-1.7,-17,-0.2,-15,-6,7,1
C/C(CC(=O)NC12CC3CC(CC(C3)C1)C2)=N\NC(=O)c1cnccn1,1.5,-23,0.0,-4,0.4,-14,-7,-13,-5
O=C(CCCc1nc2ccccc2s1)NCc1cccnc1,1.2,-12,1.9,6,0.8,-9,6,10,-3
CCOC(=O)c1c(NS(=O)(=O)Cc2ccccc2)sc2c1CCCC2,-1.2,9,-0.7,-2,0.2,5,-6,4,-2
COc1ccc(CNC(=O)C2(C)Cc3ccccc3C(=O)O2)cc1 (centres undefined),9.3,5,0.5,-13,1.3,-7,-1,-9,-5
CCN(C(=O)COC(=O)c1cc(S(=O)(=O)N2CCOCC2)c(Cl)cc1Cl)C1CCS(=O)(=O)C1 (centres undefined),-0.6,-9,2.4,-4,1.3,-10,2,7,0
CCc1nc(NC(C)(C)C)c2cnn(-c3ccccc3)c2n1,0.6,8,3.7,2,2.1,-5,-21,18,1
O=C(c1ccc(C23CC4CC(CC(C4)C2)C3)o1)N1CCOCC1,-1.1,77*,-0.8,9,0.4,-4,15,-14,0
CCOC(=O)C1=C(c2ccccc2)NC(=S)NC1c1ccc(Cl)c([N+](=O)[O-])c1 (centres undefined),-0.9,50,-0.2,-37,-0.4,-3,-18,33,3
Nc1cc(N)c(OCC(F)(F)F)cc1OCC(F)(F)F,-5.2,102*,0.1,7,0.4,-3,4,-10,-47
COc1ccc(F)cc1S(=O)(=O)NC(Cc1ccccc1)C(N)=O (centres undefined),-3.6,2,1.2,-30,0.7,-5,1,17,5
CCOC(=O)c1[nH]cnc1C(=O)NC1CCCCC1,0.3,20,0.1,-11,0.3,-17,-8,-2,0
COc1ccc(C(=O)O/N=C(\N)c2ccncc2)cc1OC,-1.2,6,4.6,-1,1.4,-38,-1,6,0
COC(=O)c1ccc(S(=O)(=O)N2CCCCC2)o1,1.0,1,0.7,-20,0.9,-6,-8,-9,1
CCOn1c(SC(C)C)nc2ccccc2c1=O,-0.3,-9,-0.8,-5,0.3,-2,-1,-6,0
O=C(Nc1cccc(Cl)c1)Nc1nnc(-c2ccccc2)o1,-1.5,-3,0.0,-2,0.5,-8,-13,-2,0
Cc1cccc(Nc2ncnc3ccc(Br)cc23)c1,-2.6,50,-2.9,3,-1.0,-11,-13,-1,-2
O=C1CC(C(=O)N2CCC(N3CCC(C(=O)NC4CC4)CC3)CC2)c2ccccc21 (centres undefined),0.4,-3,0.6,-5,0.7,-6,-111,6,1
O=C(Cn1cc(C(=S)N2CCOCC2)c2ccccc21)N1CCOCC1,-0.3,-2,0.5,-11,0.4,1,-21,-31,2
O=C1CCC(CCC(=O)N2CCCC(C(=O)c3cccc(C(F)(F)F)c3)C2)=NN1 (centres undefined),1.3,29,0.0,2,0.6,-17,-8,13,-2
CCc1ccc(NC(=O)CCn2cccc2)cc1,3.1,24,-0.8,0,-0.3,-19,-16,17,0
# Other compounds
SMILES,TNF necrop inh,CHOP inh,TRPN1 ag,EBV gp42 inh,TRPML3 ag,Mdm2 ligase inh,p47phox inh,PPC-1+TRAIL kill,Runt-SMMHC FRET
O=C(NCCc1ccc(Cl)cc1)C1CCN(S(=O)(=O)N2CCC3(CC2)OCCO3)CC1,0.2,-2,2.1,-19,1.7,-8,3,0,-1
COc1ccccc1CNC(=O)c1cccc(S(=O)(=O)N2CCN(C)CC2)c1,0.6,-1,0.8,-21,0.9,0,5,16,1
CC(C)(C)c1ccc(NC(=O)Nc2ccc(OCC(=O)N3CCOCC3)cc2)cc1,1.5,3,3.7,-3,1.2,-37,-3,63*[5 µM],-1
O=C(CCCN1C(=O)c2ccccc2C1=O)Nc1ccccn1,-1.7,-21,2.3,-23,0.6,-10,-4,-12,-2
COc1ccc(OCCC(=O)N2CCCCC2)cc1,-1.1,0,0.5,-22,-0.1,-5,-4,-5,-1
COc1cc2c(cc1OC)C(C)N(C(=O)c1cc3c(s1)-c1c(C)cccc1OC3)CC2 (centres undefined),5.0,47,0.5,-5,0.8,x,-4,-14,-4
Cc1cc(C)c(C)c(S(=O)(=O)NCC(=O)O)c1C,0.1,-18,0.6,1,0.4,11,-14,13,-5
COc1ccc(S(=O)(=O)NCC(c2cccnc2)N2CCN(c3ccccc3)CC2)cc1C (centres undefined),-0.2,57,-1.6,-15,-0.6,-11,-28,-3,2
O=C(Oc1ccc(-c2csnn2)cc1)C1CC1,5.8,20,-0.8,-9,0.8,-11,-4,-7,-2
CC(=O)c1ccc(Oc2cc(C)nc(N3CCOCC3)n2)cc1,-0.2,8,0.7,-20,0.0,3,2,8,1
Cc1ccc(C)c(CSc2nnc(C)c(=O)n2N)c1,-2.5,11,-0.8,-19,-0.2,-6,-4,14,4
O=C(NCc1ccco1)c1ccc(Cn2c(=O)c3sccc3n(Cc3cccc(F)c3)c2=O)cc1,0.7,72*,-0.6,0,-0.3,15,-16,20,-5
O=C(O)c1cc([N+](=O)[O-])ccc1Nc1ccccc1,0.6,-8,2.4,-10,0.6,-2,-11,-16,-27
Cc1ccc(S(=O)(=O)N(C)C)cc1NC(=O)Nc1c(-c2ccccc2)noc1C,0.1,6,-1.5,-5,0.5,-4,-24,4,-1
COc1ccc(N(C(=O)c2ccncc2)S(=O)(=O)c2cccs2)cc1,20,-2,-1.4,-10,-1.2,-10,-1,6,-1
COc1cc(/C=C/C(=O)OCC(=O)NC(=O)NC(C)(C)C)ccc1OCC#N,-1.8,41,0.1,-13,0.5,-1,-9,0,2
COc1cc(N=CC2=C(O)c3ccccc3C2=O)cc(OC)c1,-1.3,-25,0.5,-16,0.6,x,-14,-10,-10
CC(=O)Nc1ccc(Oc2nc(C)cc(C)n2)cc1,0.7,10,-1.4,-9,-0.1,-13,-4,10,0
CC(=O)Nc1ccc(NS(=O)(=O)c2ccc3ccccc3c2)cc1,-0.5,-43,2.7,-25,0.6,-12,-3,-4,0
COc1ccc2[nH]c3c(=O)n(Cc4ccc(C(=O)NCC5CCCO5)cc4)c(=S)[nH]c3c2c1 (centres undefined),0.6,-18,0.1,1,-0.2,-1,-1,16,23
Cc1ccc(C)c(NC(=O)COC(=O)CCC(=O)c2cccs2)c1,0.2,-3,-0.3,-20,0.7,-9,-6,-2,-2
CN(CC(=O)N1CCc2ccccc21)S(=O)(=O)c1cccc2cccnc12,-3.6,-3,0.9,3,-1.1,-13,-1,-20,0
CC(=O)Oc1ccc(C(=O)OCC(=O)c2c(N)n(C)c(=O)n(C)c2=O)cc1OC(C)=O,-1.1,-3,0.6,-21,0.9,-22,-8,-5,0
CC(=O)c1cccc(NC(=O)COc2ccccc2C(=O)c2cc(C#N)c(=O)n(C3CCCCC3)c2)c1,-0.6,-4,-0.7,-11,-0.6,-9,-26,-2,0
CCNc1nnc(-c2ccncc2)s1,-4.1,17,0.8,-4,1.0,-15,-13,8,-2
# The list continues:
SMILES,TNF necrop inh,CHOP inh,TRPN1 ag,EBV gp42 inh,TRPML3 ag,Mdm2 ligase inh,p47phox inh,PPC-1+TRAIL kill,Runt-SMMHC FRET
CCOC(=O)c1cnn(-c2ccc(C)cc2)c1N,0.3,30,-0.5,-12,0.6,8,-6,-12,-2
COC(=O)c1sccc1NC(=O)CSc1ccccc1NS(=O)(=O)c1ccc(Br)cc1,-4.3,20,0.8,-10,0.1,-9,-13,6,2
Cc1ccc(CN(C(=O)Cn2nnc3ccccc32)C(C(=O)NCc2ccco2)c2cccs2)cc1 (centres undefined),-10,17,-1.9,7,-0.5,-16,-89,-1,1
CCOC(=O)c1c(N)c(C#N)c2n1CCCC2,-1.3,4,0.3,-5,1.1,-8,1,25,-11
CC1=C(C(=O)N2CCOCC2)C(c2c(F)cccc2F)NC(=O)N1 (centres undefined),-0.6,-9,0.7,-1,0.8,-9,-11,6,3
COc1ccc(N2C(=O)CCC(C(=O)NCc3ccccn3)C2c2ccc(OC)c(OC)c2)cc1 (centres undefined),1.1,-12,-0.3,-8,-0.2,-3,-8,-4,2
Cc1[nH]n(C(N)=S)c(=O)c1N=Nc1cc(-c2ccc(Br)cc2)[nH]n1,-1.5,31,0.3,2,0.8,-25,-4,8,-6
COc1cc(/C=N/NC(=O)C(=O)NCC2CCCO2)cc(Cl)c1O (centres undefined),-0.1,-6,-1.9,-1,-0.2,-8,-6,18,-2
C=CCN1C(=O)C(C)(C)Nc2ccccc21,-3.5,45,0.4,-10,1.3,-12,-6,4,1
O=C(O/N=C\c1ccc(N2CCCCC2)c([N+](=O)[O-])c1)c1ccc(Cl)cc1Cl,-3.6,14,-1.0,-15,0.5,6,-14,10,-4
CCN(CC)c1ccc([N+](=O)[O-])cc1C(=O)O,0.8,-10,0.9,-4,0.4,-4,0,-10,-6

# Part of the list above, with bars between the fields.
SMILES | TNF necrop inh | CHOP inh | TRPN1 ag | EBV gp42 inh | TRPML3 ag | Mdm2 ligase inh | p47phox inh | PPC-1+TRAIL kill | Runt-SMMHC FRET
CC1=C(C(=O)N2CCOCC2)C(c2c(F)cccc2F)NC(=O)N1 (centres undefined) | -0.6 | -9 | 0.7 | -1 | 0.8 | -9 | -11 | 6 | 3
COc1ccc(N2C(=O)CCC(C(=O)NCc3ccccn3)C2c2ccc(OC)c(OC)c2)cc1 (centres undefined) | 1.1 | -12 | -0.3 | -8 | -0.2 | -3 | -8 | -4 | 2
Cc1[nH]n(C(N)=S)c(=O)c1N=Nc1cc(-c2ccc(Br)cc2)[nH]n1 | -1.5 | 31 | 0.3 | 2 | 0.8 | -25 | -4 | 8 | -6

# Screens (PubChem BioAssay)
